U2OS ROS induce: inducers of reactive oxygen species in cancer cells; ROS induction (% of piperlongumine), % at 10 µM; AID 624156; actives 2% (n = 46,000); U2OS ROS induction, H2DCF-DA fluorescence; in the data active means ROS induction above about 79%, passing the limit was not always enough;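 further: 0% = DMSO vehicle median and 100% = reference compound median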
An asterisk follows results filed as active. Only part of the results is shown; rates above refer to the full screens.

canonical_smiles | U2OS ROS induce
COC(=O)C(CC#Cc1ccc2c(c1)[C@]1(C(=O)N2)[C@H](C(N)=O)[C@H]2C(=O)O[C@H](c3ccccc3)[C@H](c3ccccc3)N2[C@@H]1c1ccccc1OCCO)C(=O)OC | 142.3*
C[C@H]1CN([C@@H](C)CO)C(=O)c2cc(NC(=O)C3CCCCC3)ccc2O[C@H]1CN(C)S(=O)(=O)c1ccc(F)cc1 | -20.5
COc1cc(Br)cc(/C=N/NC(=O)CCCCCC(=O)Nc2ccccc2O)c1O | 11.5
CC1=C[C@H](O)[C@H]2C(C)(C)CCC[C@]2(C)[C@@]1(O)CO | -8.2
C[C@H](CO)N1C[C@H](C)[C@H](CN(C)S(C)(=O)=O)Oc2ncc(-c3cccc(F)c3)cc2C1=O | -2.8
COC1C(OC)N(S(=O)(=O)c2ccc(C)cc2)CCN1S(=O)(=O)c1ccc(C)cc1 (stereo unspecified) | 12.3
C[C@H](CO)N1C[C@H](C)[C@H](CN(C)C(=O)Nc2cccc3ccccc23)Oc2ccc(NC(=O)C3CC3)cc2CC1=O | -10.4
O=C(c1sc(N2CCOCC2)nc1-c1ccccc1)c1c[nH]c2ccccc12 | -4.9
O=C(CCc1nc(-c2ccc(Cl)cc2)no1)NCC1CCCO1 (stereo unspecified) | 4.1
Cc1ccc2nc(-c3ccc(NC(=O)CSc4nncn4C)cc3)sc2c1 | 3.4
COc1cc(OC)c(NC(=O)CSc2nnc(-c3ccccc3)n2-c2ccccc2)cc1Cl | 11.2
C[C@@H]1CN([C@H](C)CO)C(=O)Cc2cc(NC(=O)Nc3ccccc3)ccc2O[C@@H]1CN(C)Cc1ccccc1 | 15.2
COc1ccccc1N(CC(=O)NCc1ccco1)S(C)(=O)=O | -2.2
COc1ccc(S(=O)(=O)N(C)C[C@H]2OCc3cn(nn3)CCCC(=O)N([C@H](C)CO)C[C@@H]2C)cc1 | -6.8
C=CCNc1ncnc2c1c(-c1ccccc1)cn2-c1cccc(C(F)(F)F)c1 | 20.4
COc1ccc(-c2nnc(SCC(=O)Nc3c(C)n[nH]c3C)n2-c2ccccc2)cc1OC | -23.6
C[C@@H]1CN([C@@H](C)CO)C(=O)c2cccc(NC(=O)c3ccncc3)c2O[C@H]1CN(C)S(=O)(=O)c1ccccc1 | -11.0
C[C@@H]1CN([C@@H](C)CO)C(=O)c2cccc(NC(=O)Nc3ccc4c(c3)OCO4)c2O[C@H]1CN(C)C(=O)Nc1ccc(C(F)(F)F)cc1 | 7.6
Cc1ccc(S(=O)(=O)N(C)C[C@H]2Oc3ccc(NS(=O)(=O)c4ccccc4)cc3CC(=O)N([C@@H](C)CO)C[C@H]2C)cc1 | 19.8
NNC(=O)c1cccc(Cn2cccn2)c1 | 2.0
CC(=O)c1cccc(NC(=O)CSC2=C(C#N)C(c3ccccc3C)C3=C(CCCC3=O)N2)c1 (stereo unspecified) | 51.4
COc1cccc(OC)c1C(=O)NC(=S)NCc1ccco1 | -6.0
Cc1nc2ccccn2c1-c1csc(Nc2cccc(C(=O)O)c2)n1 | 2.4
CSc1ccccc1NC(=O)C(C)N(c1ccccc1)S(C)(=O)=O (stereo unspecified) | 4.7
CNC[C@@H]1Oc2c(NC(=O)c3ccc(-c4nccs4)cc3)cccc2C(=O)N([C@@H](C)CO)C[C@@H]1C | 2.9
O=C(CN1C(=O)C2C3C=CC(C4CC34)C2C1=O)NCc1ccco1 (stereo unspecified) | -1.3
N#CC1=C(SCC(=O)Nc2ccc(F)cc2)NC(=O)C(C#N)C12CCCCC2 (stereo unspecified) | -13.6
Cc1ccc2nc(-c3cccc(Br)c3)cc(C(=O)NCc3cccnc3)c2c1 | 8.5
Cc1noc(C)c1S(=O)(=O)Nc1cccc2c1O[C@@H](CN(C)Cc1ccc(C(=O)Nc3ccccc3N)cc1)[C@@H](C)CN([C@H](C)CO)C2=O | 65.2
Nc1ncc(Br)cc1S(=O)(=O)NCCc1ccccc1 | -16.7

Reprinted from the part before: three compounds; new compounds follow.
canonical_smiles | U2OS ROS induce
Cc1ccc2nc(-c3cccc(Br)c3)cc(C(=O)NCc3cccnc3)c2c1 | 8.5
Cc1noc(C)c1S(=O)(=O)Nc1cccc2c1O[C@@H](CN(C)Cc1ccc(C(=O)Nc3ccccc3N)cc1)[C@@H](C)CN([C@H](C)CO)C2=O | 65.2
Nc1ncc(Br)cc1S(=O)(=O)NCCc1ccccc1 | -16.7
CC1=Nc2ccc(C(F)(F)F)cc2C1(C)C | 4.6
C=CCN1C(=O)[C@@]2(Cc3ccccc3)N=C(c3ccc(OCCCO)cc3)O[C@H]2c2ccccc21 | 2.5
CNC(=O)c1cccc2c1-c1ccccc1C2=O | 0.7
CCn1c(SCC(=O)c2cc(OC)ccc2OC)nnc1-c1ccncc1 | -5.3
O=C(N/N=C/c1cc(Br)cc(Br)c1O)c1ccccc1O | -13.2
C[C@H]1CN([C@@H](C)CO)C(=O)Cc2cc(NS(=O)(=O)c3ccccc3)ccc2O[C@H]1CN(C)C(=O)NC1CCCCC1 | 13.3
C[C@H]1CN([C@@H](C)CO)C(=O)Cc2cc(NC(=O)Nc3ccc(F)cc3)ccc2O[C@@H]1CN(C)Cc1ccc(C(=O)Nc2ccccc2N)cc1 | 25.1
COc1cc(CO)cc(I)c1O[C@H]1C=C(C(=O)NCCO)C[C@@H](NCc2ccccc2F)[C@@H]1O | 6.0
CSc1n[nH]c(-c2cccc(Cl)c2)c1C#N | 25.7
COc1ccc(S(=O)(=O)Nc2cccc3c2O[C@H](CN(C)C(=O)NC2CCCCC2)[C@H](C)CN([C@@H](C)CO)C3=O)cc1 | -4.7
COc1ccc(S(=O)(=O)N(C)C[C@@H]2Oc3ccc(NS(C)(=O)=O)cc3C(=O)N([C@H](C)CO)C[C@@H]2C)cc1 | -8.0
C[C@H](CO)N1C[C@H](C)[C@H](CN(C)C)Oc2ncc(C#CCN(C)C)cc2C1=O | -0.2
COc1ccc(Cl)cc1NC(=O)CN1C(=O)CC(c2ccccc2)S(=O)(=O)c2ccccc21 (stereo unspecified) | -4.7
N#CCCn1c(-c2cncs2)nc2ccccc21 | -3.1
COCc1[nH]c(=S)[nH]c(=O)c1Cc1c(F)cccc1Cl | -1.7
COC(=O)C1=NNC(C(=O)OC(C)(C)C)C1c1ccccc1 (stereo unspecified) | -9.9
Oc1ccccc1-c1nnc(SCc2ccccc2)n1-c1ccccc1 | -11.4
C[C@@H]1CN([C@@H](C)CO)C(=O)c2cc(NS(=O)(=O)c3ccc(Cl)cc3)ccc2O[C@@H]1CN(C)CC1CC1 | -3.5
CCn1c(SCc2nc3ccccc3c(=O)[nH]2)nnc1-c1cc2cccc(OC)c2o1 | 4.3
COc1ccc(-c2nnc(SCCC(=O)O)n2-c2ccccc2)cc1 | -5.0
CC(C)OC(=O)N(C)C[C@@H]1OCc2cnnn2CCCC(=O)N([C@H](C)CO)C[C@@H]1C | 15.5
O=c1[nH]ncc(NCC2CCCO2)c1Cl (stereo unspecified) | -6.6
C[C@@H]1CN([C@@H](C)CO)C(=O)c2cccc(NC(=O)NC3CCCCC3)c2O[C@@H]1CN(C)S(=O)(=O)c1ccc(F)cc1 | -4.6
COc1ccc(S(=O)(=O)Nc2ccc3c(c2)C(=O)N([C@H](C)CO)C[C@H](C)[C@H](CN(C)C(=O)Nc2c(C)noc2C)O3)cc1 | -6.1
C[C@@H]1CN([C@@H](C)CO)C(=O)Cc2cc(NC(=O)Nc3ccc(F)cc3)ccc2O[C@@H]1CN(C)C(=O)Nc1ccc2c(c1)OCO2 | -15.1
COc1cc(C(C)=O)cc(OC)c1O | 6.9
CNC[C@H]1Oc2ccc(NC(=O)CCC(F)(F)F)cc2C(=O)N([C@@H](C)CO)C[C@@H]1C | -21.6
CNC[C@H]1Oc2ccc(NC(=O)Nc3cccc4ccccc34)cc2CC(=O)N([C@H](C)CO)C[C@H]1C | 2.8
C[C@@H]1CN([C@@H](C)CO)C(=O)CCCn2nncc2CO[C@H]1CN(C)S(=O)(=O)c1cccc(F)c1 | 35.8
CCN1CCN(C(=O)/C=C\C(=O)O)CC1 | -12.3

Other structures.
mol,U2OS ROS induce
Cn1c(=Nc2ccc(N3CCOCC3)cc2)ccc2ccccc21,1.7
C[C@@H]1CN([C@H](C)CO)C(=O)c2cc(NS(=O)(=O)c3cn(C)cn3)ccc2O[C@H]1CN(C)Cc1ccccc1,8.8
C[C@H](CO)N1C[C@H](C)[C@H](CN(C)Cc2ccc3c(c2)OCO3)Oc2c(NS(=O)(=O)c3ccc(F)cc3)cccc2C1=O,-16.2
Cc1ccc(S(=O)(=O)Nc2ccc3c(c2)C(=O)N([C@H](C)CO)C[C@H](C)[C@H](CN(C)S(=O)(=O)c2ccc(F)cc2)OCCCC[C@@H](C)O3)cc1,52.6
C[C@@H]1CN([C@H](C)CO)C(=O)c2cc(NC(=O)Nc3cccc4ccccc34)ccc2O[C@@H]1CN(C)C(=O)NC1CCCCC1,-12.0
COc1cc(/C=N/NC(=O)CCCCC(=O)NO)c(Br)cc1O,44.6
Cc1noc(C)c1S(=O)(=O)Nc1ccc2c(c1)CC(=O)N([C@H](C)CO)C[C@@H](C)[C@H](CN(C)C(=O)Nc1ccc(C(F)(F)F)cc1)O2,22.7
O=c1c(O[C@@H]2OC[C@H](O)[C@H](O)[C@H]2O)c(-c2ccc(O)cc2)oc2cc(O)cc(O)c12,-4.6
O=c1c2ccccc2[nH]c(=S)n1CCN1CCC(=C(c2ccc(F)cc2)c2ccc(F)cc2)CC1,10.2
C[C@H]1CN([C@@H](C)CO)C(=O)c2cccc(NC(=O)Nc3ccc4c(c3)OCO4)c2O[C@@H]1CN(C)C(=O)Nc1ccc(F)cc1,-5.4
Cc1noc(C)c1NC(=O)Nc1ccc2c(c1)C(=O)N([C@@H](C)CO)C[C@H](C)[C@@H](CN(C)C(=O)Nc1ccc3c(c1)OCO3)O2,-5.5
C[C@@H]1CN([C@@H](C)CO)C(=O)c2cc(NC(=O)Nc3ccc(C(F)(F)F)cc3)ccc2O[C@H]1CN(C)C(=O)NC1CCCCC1,-8.5
Fc1ccc(-c2nc3n(c2-c2ccncc2)CCS3)cc1,13.6
C[C@@H]1CN([C@@H](C)CO)C(=O)c2cc(NC(=O)C3CCCCC3)ccc2O[C@@H]1CN(C)Cc1ccc(Oc2ccccc2)cc1,10.4
C[C@H](CO)N1C[C@H](C)[C@@H](CN(C)Cc2ccc(-c3ccccc3)cc2)Oc2c(NC(=O)Nc3ccc(F)cc3)cccc2C1=O,64.7
C[C@H]1CN([C@@H](C)CO)C(=O)CCCn2cc(nn2)CO[C@@H]1CN(C)S(=O)(=O)c1ccc(-n2cccn2)cc1,-8.7
O=C1CNC(=S)N1Cc1ccccc1Cl,-12.4
CCC1(CC)Cc2ccccc2-c2[nH]c(=S)n(Cc3ccccc3)c(=O)c21,-15.0
C[C@@H]1CN([C@@H](C)CO)C(=O)CCCn2nncc2CO[C@@H]1CN(C)S(=O)(=O)c1ccccc1F,-17.3
N#CCS(=O)c1ccccc1 (stereo unspecified),-6.9
COC(=O)C1=C(C)NC(=O)CC1c1ccccc1I (stereo unspecified),-12.4
COc1ccc(Cl)cc1NC(=O)CN(C)S(=O)(=O)c1cc(C)ccc1OC,-22.2
C[C@H](CO)N1C[C@H](C)[C@H](CN(C)Cc2ccc3c(c2)OCO3)Oc2c(NC(=O)c3ccncc3)cccc2C1=O,39.4
Cc1noc(C)c1S(=O)(=O)Nc1ccc2c(c1)C(=O)N([C@H](C)CO)C[C@H](C)[C@H](CN(C)C(=O)NC1CCCCC1)O2,-11.7
Cc1cc(NC(=O)CSc2nc3ccccc3[nH]2)ccc1Br,3.4
C[C@H]1CN([C@@H](C)CO)C(=O)Cc2cc(NS(=O)(=O)c3ccccc3)ccc2O[C@@H]1CN(C)Cc1ccc2c(c1)OCO2,1.9
COc1ccc(C#Cc2cnc3c(c2)C(=O)N([C@H](C)CO)C[C@H](C)[C@H](CN(C)S(=O)(=O)c2cccc(F)c2)O3)cc1OC,4.4
O=C(NCCN1CCOCC1)c1ccccc1Oc1ccccc1,31.0
C[C@@H]1CN([C@H](C)CO)C(=O)c2cc(NC(=O)C3CCCCC3)ccc2O[C@H]1CN(C)S(C)(=O)=O,-14.3
C[C@H](CO)N1C[C@H](C)[C@@H](CN(C)Cc2cccc(C(F)(F)F)c2)OCc2cnnn2CCCC1=O,48.4
C[C@@H]1CN([C@@H](C)CO)C(=O)c2cccc(NC(=O)C3CCOCC3)c2O[C@@H]1CN(C)S(=O)(=O)c1ccc(F)cc1,53.5
C[C@H]1CN([C@@H](C)CO)C(=O)c2cc(NS(=O)(=O)c3ccc(F)cc3)ccc2O[C@H]1CN(C)Cc1ccccc1,-5.7
Cc1cc(Cl)cc(Cl)c1OCC(=O)Nc1ccccc1[N+](=O)[O-],5.0
C[C@@H]1CN([C@@H](C)CO)C(=O)c2cccc(NC(=O)Nc3ccccc3)c2O[C@@H]1CN(C)C(=O)Nc1ccccc1,11.4
Cc1noc(C)c1S(=O)(=O)Nc1ccc2c(c1)C(=O)N([C@H](C)CO)C[C@H](C)[C@H](CN(C)CC1CCCCC1)OCCCC[C@@H](C)O2,7.5
Cc1noc(C)c1NC(=O)Nc1ccc2c(c1)C(=O)N([C@@H](C)CO)C[C@H](C)[C@@H](CN(C)C(=O)Nc1c(C)noc1C)O2,-4.4
O=C(c1cc2cc(Br)ccc2oc1=O)N1CCOCC1,-12.6
COc1ccc(CN(C)C[C@H]2Oc3ccc(NC(=O)CCC(F)(F)F)cc3CC(=O)N([C@@H](C)CO)C[C@H]2C)cc1,-3.6

Exported with each value named: part of the list above.
canonical_smiles: COc1ccc(Cl)cc1NC(=O)CN1C(=O)CC(c2ccccc2)S(=O)(=O)c2ccccc21 (stereo unspecified)
  U2OS ROS induce: -4.7

canonical_smiles: Cc1noc(C)c1S(=O)(=O)Nc1ccc2c(c1)CC(=O)N([C@H](C)CO)C[C@@H](C)[C@H](CN(C)C(=O)Nc1ccc(C(F)(F)F)cc1)O2
  U2OS ROS induce: 22.7

canonical_smiles: C[C@H](CO)N1C[C@H](C)[C@H](CN(C)C(=O)Nc2cccc3ccccc23)Oc2ccc(NC(=O)C3CC3)cc2CC1=O
  U2OS ROS induce: -10.4

canonical_smiles: C[C@@H]1CN([C@H](C)CO)C(=O)c2cc(NC(=O)C3CCCCC3)ccc2O[C@H]1CN(C)S(C)(=O)=O
  U2OS ROS induce: -14.3
